Screening data as filed in PubChem.
D2 ag: activates the human D2 dopamine receptor | P14416 | HEK293 T-REx D2 cells, calcium flux agonist mode | activation, % at 2 µM | 0.53% of 340,000 active | AID 485358;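 active = activation over 3 SD above normal in the single-dose calcium agonist read, cut at about 30% in these data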; also: 0% is about no effect
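Agonism scored from kinetic calcium signal (1 read/sec, 180 s) following compound pin transfer, after a 10 s baseline. Cells: HEK293 Trex line expressing inducible D2 receptor coupled to calcium, dye-loaded after overnight culture at 30 C.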
D1 PAM: human D1 dopamine receptor positive modulation. HEK293 TREx D1 cells, calcium flux, dopamine EC20 potentiation. 0.036% of 360,000 active. potentiation, % at 10 µM; in the data active = potentiation above about 30%; also: 0% is about no effect
RXFP1 agonist: agonists of human relaxin receptor RXFP1; Q9HBX9; HEK293T-RXFP1 cAMP TR-FRET, 30 min; response scale: percent of porcine relaxin response, buffer zero; Potency, µM (highest dose often 57.5 µM), for the others: top-dose activation, most hits filed as activators; 0.3% of 370,000 active; AID 2676; active = well fitted activation curve with a large enough effect; also: potency is read from the fitted curve at half-maximal effect; % is scaled to controls: 0 for no effect and ±100 for the full control effect; nearly all actives have a fitted effect of over 60% in size; many of its hits are not listed in these tables
Target sequence (Q9HBX9 whole entry, looked up): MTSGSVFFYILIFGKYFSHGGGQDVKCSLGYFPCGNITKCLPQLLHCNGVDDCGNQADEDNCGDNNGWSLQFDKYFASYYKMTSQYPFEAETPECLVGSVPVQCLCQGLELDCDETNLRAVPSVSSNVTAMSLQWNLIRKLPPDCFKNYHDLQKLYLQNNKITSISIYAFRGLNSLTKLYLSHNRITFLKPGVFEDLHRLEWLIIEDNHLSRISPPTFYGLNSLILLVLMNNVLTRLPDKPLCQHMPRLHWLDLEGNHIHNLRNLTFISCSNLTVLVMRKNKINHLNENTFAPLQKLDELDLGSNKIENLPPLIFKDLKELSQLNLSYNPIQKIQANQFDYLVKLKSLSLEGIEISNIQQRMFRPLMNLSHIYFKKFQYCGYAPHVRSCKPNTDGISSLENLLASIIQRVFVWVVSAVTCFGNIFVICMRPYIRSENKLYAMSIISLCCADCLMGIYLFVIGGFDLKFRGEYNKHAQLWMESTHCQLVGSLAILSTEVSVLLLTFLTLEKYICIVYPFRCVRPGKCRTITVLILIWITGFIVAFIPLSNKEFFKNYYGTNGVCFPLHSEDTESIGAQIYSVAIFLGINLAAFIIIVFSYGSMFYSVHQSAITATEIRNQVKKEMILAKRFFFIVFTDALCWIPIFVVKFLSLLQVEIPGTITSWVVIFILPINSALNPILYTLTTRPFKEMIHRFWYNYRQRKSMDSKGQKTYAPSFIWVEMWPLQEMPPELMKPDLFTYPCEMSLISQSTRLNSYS
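HEK293T cells stably expressing RXFP1 were pretreated with the PDE4 inhibitor Ro 20174, exposed to compounds for 30 min at 37C, lysed, and cAMP was read by TR-FRET. Data normalized to buffer (basal) and 29 nM porcine relaxin (100%).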
D2 antagonist: antagonizes the human D2 dopamine receptor; HEK293 TREx D2 cells, calcium flux, dopamine EC80; inhibition, % at 10 µM; 2% of 340,000 active; AID 485344; in the data active = inhibition above about 30%; also: 0% is about no effect
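Compounds are added to dye-loaded, induced HEK293 T-REx cells coupled to calcium release via D2; after a 3 min kinetic read an EC80 dopamine stimulus is given and fluorescence is recorded for 3 more min.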
RXFP1 antag: RXFP1 (human) relaxin receptor antagonism; 0.59% of 350,000 active; activity change, negative = inhibition, % at 57.5 µM; HEK293-RXFP1, relaxin-stimulated cAMP HTRF, 30 min; active compounds read low; Q9HBX9;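 active = activity change of -60% or lower, but not beyond a set lower limit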; also: % is scaled to controls: 0 for no effect and ±100 for the full control effect
D1 antag: human D1 dopamine receptor antagonism | P21728 | HEK293 TREx D1 cells, calcium flux, dopamine EC80; active compounds read low | activity change, negative = inhibition, % at 10 µM | 3.2% of 360,000 active; in the data active = activity change below about -30%; also: % is scaled to controls: 0 for no effect and ±100 for the full control effect
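Antagonism measured as reduced calcium response to an EC80 dopamine addition following 180 s compound pre-read; cells were inducible HEK293 Trex D1 plated overnight at 30 C, read kinetically at 1 cycle/sec.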
TRHR PAM: allosteric enhancers of human TRH receptor | enhancement, % at 2 µM | TRHR cells, fluo-8 calcium fluorescence, EC20 TRH enhancement | 0.66% of 360,000 active; in the data active = enhancement above about 30%; also: 0% is about no effect
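TRHR-expressing cells loaded with fluo-8 calcium dye were read kinetically (ex 480/em 530) during compound addition, then stimulated with an EC20 of TRH (10 nM final). Enhancement of the Gq-mediated intracellular calcium response was scored.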
D2 potentiator: D2 dopamine receptor (human) potentiation | AID 485347 | HEK293 T-REx D2, calcium flux, EC20 dopamine potentiation | potentiation, % at 10 µM | P14416 | 0.34% of 340,000 active;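 active = potentiation over 3 SD above the plate norm, cut at about 30% in these data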; also: 0% is about no effect
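Cells plated with tetracycline inducer and held overnight at 30 C; calcium dye loaded 30–90 min at room temperature; baseline taken, compound added and read 180 s; EC20 dopamine then added and read 180 s.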
D1 ag: activates the human D1 dopamine receptor. HEK293 T-REx D1 cells, calcium flux, agonist mode. activation, % at 2 µM. 1% of 360,000 active; in the data active = activation above about 30%; also: 0% is about no effect
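Agonism was scored from calcium flux recorded over 180 s (1 read/s) after pintool compound addition, following a 10-cycle baseline. Cells were inducible force-coupled HEK293 TREx D1, plated overnight at 30 C and loaded with no-wash calcium dye.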
* marks the source's active call; other numbers are inactive results; . = not tested or not shown.

Below each SMILES – D2 ag	D1 PAM	RXFP1 agonist	D2 antagonist	RXFP1 antag	D1 antag	TRHR PAM	D2 potentiator	D1 ag
#1 Cc1ccc(NC(=O)CCn2nc([N+](=O)[O-])cc2C)nc1
    0.3	-5	1.6%	1	16	-5	9	3	2
#2 Cc1ccc(O)c(-c2cc(-c3cccc(Br)c3)n[nH]2)c1
    .	2	-0.4%	.	-6	10	-1	.	1
#3 CCOc1ccc(N2C(=O)CC(N(CCc3ccc(OC)cc3)C(=O)c3cccc(F)c3)C2=O)cc1 (configuration not stated)
    -0.6	0	-1.4%	-12	-14	-7	1	-3	1
#4 COc1ccc(S(=O)(=O)N2CCCCC2)cc1NC(=O)Cc1c[nH]c2ccccc12
    0.9	1	-0.3%	21	-6	-7	2	-2	2
#5 CCCCCCC1C(C#N)=C(N)OC2=C1C(=O)CC(C)(C)C2 (configuration not stated)
    -1.3	1	-3.9%	9	.	7	-2	-2	1
#6 CCOc1ccc(CNC(=O)CSc2nnc(C)c3c(C)n(-c4ccccc4)nc23)cc1
    0.2	-2	21%	.	-8	2	0	1	1
#7 CCOC(=O)c1c(C)[nH]c(CCC(=O)NCc2ccc(OC)cc2OC)c1C
    0.7	-4	1.3%	.	-12	-3	1	-2	4
#8 Cc1cc2nn(-c3ccccc3)nc2cc1NC(=O)c1cccs1
    -0.3	-9	-1.3%	-5	-11	-20	6	-14	6
#9 CC(C)c1ccc(N2C(=NC(=O)C3CC3)SC3CS(=O)(=O)CC32)cc1 (configuration not stated)
    .	1	2.0%	.	-6	-9	6	.	4
#10 Cc1ccccc1C(=O)NCc1nc2cccnc2n1Cc1ccccc1
    -0.1	-3	1.8%	.	-8	6	-2	.	-1
#11 CCN(CC)C(=N)N1c2ccccc2CCC1C (configuration not stated)
    -0.2	-3	-1.4%	4	13	0	-1	23	9
#12 Cc1cc(NC(=O)CSc2ccccn2)no1
    0.3	1	-3.1%	-2	5	-1	21	1	0
#13 COCc1cccc(C(=O)NC(c2ccccc2)c2ccccc2)c1
    -0.8	.	0.0%	3	-9	-8	-3	2	2
#14 CCN(CC)CCN=CC1=C(O)CNC1=O
    1.4	-2	-0.9%	-8	-4	18	1	-3	3
#15 O=c1c2ccccc2nnn1CSc1nnc(-c2ccc3c(c2)OCO3)o1
    0.3	-5	3.4%	-2	-4	1	2	1	1
#16 O=C(NCc1ccccc1)c1ccc2c(c1)OCCO2
    0.0	1	-0.2%	-2	3	-3	-3	-11	-1
#17 O=C(Cn1nnc2ccccc21)OCc1ccccc1
    0.3	2	0.9%	13	0	-4	7	-7	1
#18 N=C1c2ccccc2CN1NC(=O)c1cccc(S(=O)(=O)N2CCCC2)c1
    .	-3	0.0%	.	9	2	5	.	6
#19 Cc1cccc(NC(=O)NCC(c2ccc(F)cc2)N2CCN(C)CC2)c1 (configuration not stated)
    2.0	-5	-0.1%	-11	-9	5	-1	-13	0
#20 COC(=O)C1=C(C)N(CCCC(=O)O)C(=O)NC1c1ccc(C(F)(F)F)cc1 (configuration not stated)
    -0.7	-4	2.0%	-9	.	2	-3	3	2
#21 COc1ccc(CC(=O)Nc2ccc(C(=O)O)cc2NC(=O)Cc2ccc(OC)cc2)cc1
    0.5	2	2.9%	11	-3	7	1	-3	1
#22 COCC(C)n1c(SCc2cc(C(=O)OC)c(C)o2)nc2ccccc2c1=O (configuration not stated)
    0.3	4	-0.3%	4	-16	-4	-6	-5	2
#23 Cc1ccc(NC(=O)CSCC(=O)N(C)CC(=O)Nc2cccc3ccccc23)cc1
    .	-3	-0.8%	.	5	25	8	.	4
#24 CCc1ccc(CNc2nc3nc(C)c(Cc4ccccc4)c(=O)n3[nH]2)cc1
    1.4	-1	-2.5%	.	-10	-21	-3	-9	2
#25 CN(CC(=O)Nc1ccccc1Br)C(=O)Cn1[nH]c(=O)c2ccccc2c1=O
    0.4	-7	3.0%	-58	9	10	0	-14	2
#26 CCc1cccc(NC(=O)c2ccc(CN3C(=O)C(C)=C(c4ccc(OC)cc4)S3(=O)=O)cc2)c1
    0.1	-4	0.2%	.	-4	-11	-5	-4	8
#27 O=C(Cc1ccc(NC2=NC3CS(=O)(=O)CC3S2)cc1)NCCc1ccccc1 (configuration not stated)
    0.2	-4	3.0%	20	4	-11	8	11	2
#28 CCCc1cc2nnc(SCC(=O)N(C)C3CCCCC3)n2c(N)n1
    6.5	-1	4.9%	-9	-3	1	4	.	-1
#29 O=c1sc2ccccc2c(N2CCOCC2)c1[N+](=O)[O-]
    1.6	-3	4.4%	4	-5	2	-2	-3	-2
#30 O=C(Nc1cccc2ccccc12)c1ccc([N+](=O)[O-])s1
    -1.4	4	0.6%	4	5	-4	-2	-10	-2

Ordered by formula weight (low to high): part of the list above.
Below each SMILES – D2 ag	D1 PAM	RXFP1 agonist	D2 antagonist	RXFP1 antag	D1 antag	TRHR PAM	D2 potentiator	D1 ag
#30 O=C(Nc1cccc2ccccc12)c1ccc([N+](=O)[O-])s1
    -1.4	4	0.6%	4	5	-4	-2	-10	-2
#28 CCCc1cc2nnc(SCC(=O)N(C)C3CCCCC3)n2c(N)n1
    6.5	-1	4.9%	-9	-3	1	4	.	-1
#23 Cc1ccc(NC(=O)CSCC(=O)N(C)CC(=O)Nc2cccc3ccccc23)cc1
    .	-3	-0.8%	.	5	25	8	.	4

The listing picks up; the 3 compounds before the break are reprinted first.
Below each SMILES – D2 ag	D1 PAM	RXFP1 agonist	D2 antagonist	RXFP1 antag	D1 antag	TRHR PAM	D2 potentiator	D1 ag
#28 CCCc1cc2nnc(SCC(=O)N(C)C3CCCCC3)n2c(N)n1
    6.5	-1	4.9%	-9	-3	1	4	.	-1
#29 O=c1sc2ccccc2c(N2CCOCC2)c1[N+](=O)[O-]
    1.6	-3	4.4%	4	-5	2	-2	-3	-2
#30 O=C(Nc1cccc2ccccc12)c1ccc([N+](=O)[O-])s1
    -1.4	4	0.6%	4	5	-4	-2	-10	-2
#31 CC1CC(c2ccccc2)n2nc(NC(=O)CCc3ccccc3)nc2N1 (configuration not stated)
    0.4	7	0.7%	-9	1	21	-2	13	3
#32 O=C(Nc1ccc(S(=O)(=O)Nc2ncccn2)cc1)c1cccc(Cl)c1
    -0.8	-1	2.0%	.	.	-5	10	3	1
#33 CCN(Cc1nc2ccccc2c(=O)[nH]1)C(=O)c1cc2c(s1)CCCCC2
    0.8	3	0.9%	11	-12	-4	20	-8	2
#34 COc1ccc(CN2CCN(C(=O)CC(C)C)CC2)cc1Br
    0.8	-6	-2.4%	-12	3	-20	-2	5	7
#35 O=C(NCc1ccc2c(c1)CCN2C(=O)c1ccccc1)c1ccc(Br)o1
    -0.4	-2	0.9%	.	-24	-7	-9	-9	2
#36 Cc1c(-c2nc(-c3ccccc3)no2)nnn1-c1cccc(C(F)(F)F)c1
    0.1	0	-0.6%	.	-2	-4	3	-1	3
#37 CCc1noc(N)c1C(=O)Nc1ccc(Cl)cc1
    -0.3	-5	1.0%	-5	-1	-1	2	20	-1
#38 COc1ccccc1N1CCN(c2ncnc3sc(C(=O)NCC4CCCO4)c(C)c23)CC1 (configuration not stated)
    -0.7	6	9.8%	13	-11	10	-13	2	4
#39 CCN(C(=O)c1ccc(=O)[nH]c1)c1c(N)n(Cc2ccccc2)c(=O)[nH]c1=O
    0.1	7	1.1%	19	4	-4	-2	-15	1
#40 COc1ccc(-c2ccc(S(=O)(=O)N3CCCC3)cc2)cc1
    0.2	-4	0.1%	-14	-16	.	8	9	3
#41 CCCn1c(N)c(C(=O)CSc2nc(C)nc3sc(C)c(C)c23)c(=O)[nH]c1=O
    -0.3	-6	12%	3	-16	23	-1	7	2
#42 COc1ccc(S(=O)(=O)NCC2CCCN(Cc3ccccc3Cl)C2)cc1 (configuration not stated)
    -0.2	-3	-1.2%	-14	14	-5	0	8	4
#43 CCCCCCNC(=O)N[C@H](C(=O)NCCC[C@H]1CN2C(=NC[C@H]2C)N1CCC(c1ccccc1)c1ccccc1)C(C)O (some centres not stated)
    0.6	-7	0.2%	-3	.	0	-8	6	0
#44 O=C(c1cc2c(=O)oc3ccccc3c2s1)N1CCN(c2cccc(Cl)c2)CC1
    -0.7	-1	-1.3%	.	.	5	12	-7	0
#45 Cn1c(=O)oc2cc(S(=O)(=O)NCCc3ccccc3)ccc21
    0.4	-11	-0.2%	-9	3	1	2	9	4
#46 Cc1ccc(NC(=O)CNc2ccccc2CN(C)C2CCCCC2)cc1
    -0.4	0	-1.0%	14	-2	-2	-3	-19	5
#47 Cc1ccc(NC(=O)CSc2nnc3[nH]c(=O)cc(-c4ccccc4)n23)cc1Cl
    0.4	0	4.0%	.	1	.	1	-6	3
#48 Cc1ccc(-n2c(C)nc3c(cnn3-c3ccc(F)cc3)c2=O)cc1C
    -0.1	-9	-2.8%	14	6	-19	3	2	12
#49 Cc1ccccc1S(=O)(=O)Cc1ccc(C(=O)N2CCN(C3CCCCC3)CC2)o1
    1.0	2	-0.6%	4	.	3	-2	-8	0
#50 CCOC(CCc1c(C)nc(NC(C)=O)[nH]c1=O)OCC
    0.7	9	-4.3%	-8	4	8	2	8	3
#51 COc1cc(OC)cc(C(=O)Nc2cccc3cccnc23)c1
    -2.3	-2	-0.6%	-17	0	40	-2	12	-1
#52 COC1CCCN(C(=O)c2cccc(OC3CCN(S(C)(=O)=O)CC3)c2)C1 (configuration not stated)
    -0.2	-10	3.8%	-7	8	-8	-3	7	5
#53 NNC(=O)C=C1CCN(c2ncc(C(F)(F)F)cc2Cl)CC1
    0.3	2	-0.1%	.	0	8	2	7	2
#54 CCNC(=S)NNC(=O)c1ccoc1C
    -0.1	-1	0.8%	-2	6	12	13	3	2
#55 C/C(=N\NC(=O)c1ccc(Cn2cc(Br)cn2)o1)c1cccc(NC(=O)C(C)(C)C)c1
    2.0	-4	4.4%	8	-13	-19	2	-5	5

Not all compounds are listed; count on the stated rates, not on these rows.
